Wnt bcat act = activators of Wnt/beta-catenin signaling; Wnt/beta-catenin reporter cell assay, activator, plate reader; activation, % at 9.35 µM; 1.2% of 300,000 active; AID 743398; in the data active means activation above about 30%, passing the limit was not always enough;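 further: 0% = neutral control wells and 100% = positive control wells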
* marks the source's active call; other numbers are inactive results. Some of the compounds tested. The share of hits here may be higher or lower than overall.

Wnt bcat act	Compound
-0.8	CC1=C(C(=O)N2CCCCCC2)CC(CC(=O)NC2CCCC2)C(=O)N1Cc1ccccc1 (stereo not given)
-1.5	O=C(O)Cn1nnc(-c2ccccc2)c1COc1ccccc1
-1.9	C=Cc1ccc(Cn2c(C)c(C(=O)NCc3ccc4c(c3)OCO4)sc2=O)cc1
-0.6	O=C(NC1CCCCC1)C1c2ccccc2OCC(=O)N1C1CC1 (stereo not given)
-3.6	O=C(NCc1cccc(C(F)(F)F)c1)c1csc(COCCO)n1
-3.2	CC(=O)OCC(=O)N1CCN(C(=O)C(=O)c2cccc(C(F)(F)F)c2)CC1
-2.9	CCc1nc2ccc(C(=O)NCc3ccccc3OC)cn2c1N(CC)CCOC
-4.7	COCCNC(=O)C1(C)CCN(C(=O)/C=C/c2ccccc2)C1 (stereo not given)
-4.3	Cc1[nH]c2ccccc2c1CC(=O)Nc1ccc(N(C)c2cccnc2)c(-c2cccc(Cl)c2)c1
-5.7	C[C@@H]1ON(C)[C@H]2C[C@H]3c4[nH]c5c(-c6cccc(Cl)c6)cccc5c4CCN3C(=O)[C@@H]12
-1.1	CC(=O)c1ccc(OC2(C)CCN(Cc3ccc4c(c3)OCCO4)C2)cc1 (stereo not given)
-1.9	c1cncc(Oc2ccc(NCCc3c[nH]c4ccccc34)cc2)c1
-13.9	CCCCCCN(C(=O)CCCCCN1C(=O)NC(c2ccc(Cl)cc2)C(C(=O)OCc2ccccc2)=C1C)C(C(=O)NCCCC)c1ccc(OCC(=O)OC)c(C(=O)OC)c1 (stereo not given)
1.5	COc1ccc(C(O)c2nc(-c3ccc4ccccc4c3)cs2)cc1 (stereo not given)
-0.5	O=C(OCc1ccccc1)N1CCC2CC1c1c2cccc1N1CCOCC1 (stereo not given)
-2.9	CC(C)C[C@@H]1O[C@H](CCc2ccccc2)Cc2[nH][nH]c(=O)c21
-27.4	COC(=O)[C@H]1[C@@H](O)[C@@]2(O)c3c(OC)cc(OC)cc3O[C@@]2(c2ccc(OC)cc2)[C@@H]1c1ccc(F)cc1
-0.4	CCOC(=O)[C@]12CCC=C1N(Cc1ccccc1)C(=O)[C@H](CC(=O)NCc1ccc(OC)c(OC)c1)C2
-1.9	CCc1nc2c(OCc3cc(Cl)cc(Cl)c3)cccn2c1N(C)C(=O)c1ccccc1F
-0.8	C=CCN=C1NC(c2ccc(Cl)cc2)C(C(=O)OC)=C(C)N1C (stereo not given)
-1.2	O=C(NCC(c1ccco1)N1CCCCC1)c1ccc([N+](=O)[O-])s1 (stereo not given)
-0.3	COC(=O)c1cn(NC(=O)/C=C/c2cccc(OC)c2OC)c(=O)c2ccccc12
-3.8	CCc1nc2ccc(C(=O)Nc3ccc(OC)c(OC)c3)cn2c1N(CC)Cc1cccc(Br)c1
-3.0	Oc1ccc(C[C@H]2CNC(=S)N2C[C@H]2CCCN2C[C@H](Cc2ccccc2)N2C[C@H](Cc3ccc(O)cc3)N(CC3CCCCCC3)C2=S)cc1
-1.2	O=C(CSc1nc2[nH]ncc2c(=O)[nH]1)Nc1nccs1
-2.9	CCc1nc2ccc(C(=O)Nc3cccc(OCC(=O)N(C)C)c3)cn2c1N(C=O)Cc1ccc(OC)cc1
-0.2	CCOC(=O)c1ccc(CN2CCCC(C)(C(=O)NCCOC)C2)cc1 (stereo not given)
-0.9	CCCCNC(=O)C1(C)CCN1C(=O)c1cc(C)n(C(C)(C)C)n1 (stereo not given)
-2.6	COC(=O)C[C@@H]1CC[C@@H](NC(=O)c2ccccc2F)[C@@H](CO)O1
-3.6	CCc1nc2ccc(C(=O)NCc3ccc(OC)cc3)cn2c1N(C)Cc1ccc(OC)cc1
-4.8	O=C(Nc1ccc2nc([C@@H]3O[C@H](CO)[C@@H](O)[C@H](O)[C@H]3O)[nH]c2c1)NC(c1ccccc1)c1ccccc1
18.2	CC(C)(C)c1ccc(S(=O)(=O)NC(=O)C2(C)CCN2C(=O)CC2CCCCC2)cc1 (stereo not given)
0.6	CC(C)(C)OC(=O)N1CCN(C(c2ccnc3ccccc23)c2nnnn2-c2ccc3c(c2)OCCO3)CC1 (stereo not given)
1.7	O=C(Nc1cccc(OC(F)(F)F)c1)c1ccc(-c2cccnc2)c2ccoc12
-0.8	CCCC(=O)N1CCOCC1c1cc(C(=O)Nc2ccccc2)no1 (stereo not given)
-1.3	CN1C[C@@H](CO)O[C@@H](n2cnc3c(N4CCN(CCO)CC4)ncnc32)C1
-1.5	COC(=O)[C@@]1(Sc2ccc(C)cc2)CC(=O)N(C(=O)C2CC2)[C@@H]1c1ccccc1
0.1	CN(C)c1ccc(-c2ccnc3c2CC(C)(C(=O)NCCC(F)(F)F)O3)cc1 (stereo not given)
-1.4	CCOC(=O)[C@]12CCC=C1N(Cc1ccc3c(c1)OCO3)C(=O)[C@H](CC(=O)NCc1cccs1)C2
-1.3	Cc1cc(Br)cn2c(Cc3cccc(F)c3)c(C3CCCCC3)nc12
-3.6	COc1ccc(CCCNC(=O)C2(C)Cc3c(-c4ccc(NC(C)=O)cc4)ccnc3O2)cc1 (stereo not given)
-9.4	COC(=O)[C@]12C[C@H](CC(=O)NCCc3ccccc3OC)C(=O)N(Cc3ccccc3)C1=C[C@H](C1CCCC1)O[C@@H]2C
-1.8	Cc1ccc(C)c(N2CCN(C(c3ccccc3)c3nnnn3C(C)(C)C)CC2)c1 (stereo not given)
-1.8	Cc1ccc2c(CN3CCN(c4ccc(Cl)c(Cl)c4)CC3)cc(=O)oc2c1
-1.3	O=C(NCc1ccccc1)C1c2ccccc2OCC(=O)N1Cc1ccccc1 (stereo not given)
-2.7	CC(=O)c1ccc(-c2cnc3c(NC=O)cc(-c4ccc(N5CCN(C)CC5)cc4)cn23)cc1
-3.9	Cc1cc(F)ccc1-c1cc(C(=O)NCc2ccc(C(F)(F)F)cc2)[nH]n1
-2.0	Cc1ccc(CC2(C)C(=O)Nc3c(Cl)cccc32)cc1 (stereo not given)
-2.4	COc1ccc(C(C#N)=C2C=CC(=NO)c3ccccc32)cc1
-1.0	Cc1ccc(S(=O)(=O)NC(=O)Cn2nnc(-c3ccccc3)c2COc2ccc3ccccc3c2)cc1
0.0	CC(C)(C)NC(=O)C1c2ccccc2OCC(=O)N1CCCN1CCOCC1 (stereo not given)
1.8	Nc1nc2c(ncn2[C@@H]2O[C@H](C(=O)NCCCc3ccccc3)[C@@H](O)[C@H]2O)c(=O)[nH]1
0.1	CC1(C(=O)NS(=O)(=O)c2ccc(C#N)cc2)CCN1C(=O)CCc1ccc(Cl)cc1Cl (stereo not given)
-4.9	OCC[C@@H]1C[C@H](O)[C@@H](O)[C@]2(OCCc3cc(Cl)ccc32)O1
2.9	COC(=O)[C@]1(Cc2ccccc2)NC=C(C(=O)c2ccccc2)[C@@H]1c1cccc(OC)c1
-28.4	COC(=O)C1=C(C)N(Cc2ccc(C(F)(F)F)cc2)C(=NCc2ccc(OC)cc2)NC1c1ccccc1C(F)(F)F (stereo not given)
-1.8	CCCc1cc(C(=O)OCC(=O)NCCc2ccccc2)sc1C
-1.4	COc1cccc(CN2CCC2(C)C(=O)Nc2ccc3c(c2)CCN3C(C)=O)c1F (stereo not given)
-2.7	COC(=O)c1sc(NC(=O)OCc2ccccc2)nc1CCNC(=O)OC(C)(C)C
-1.1	O=C(NC(c1ccc(Cl)cc1)c1cnccn1)C1CCN(Cc2ccccc2)CC1 (stereo not given)

Carrying on.
Wnt bcat act	Compound
-5.1	Cc1ccccc1CC(=O)Nc1ccc2c(c1)c(=O)n(C)n2-c1ccccc1F
0.4	CC(=O)NC(C)(c1ccccc1)c1nc(-c2cncnc2)cs1 (stereo not given)
-0.6	CN1OC[C@@H]2CN(C(=O)C(C)(C)C)[C@H](c3ccc(-n4ccnc4)cc3)C[C@@H]21
-2.8	COc1ccc(-c2csc(C(O)c3ccc(F)c(F)c3)n2)cn1 (stereo not given)
-1.3	Cc1cccc(C)c1NC(=O)C1(C)CSCC(=O)N1Cc1cccc(C(F)(F)F)c1 (stereo not given)
-2.4	CCCN1CCCCC(NC(=O)c2ccccc2OC)C1=O (stereo not given)
-1.3	COc1cccc(-c2ccc3c(c2)N(Cc2ccccc2OC)C(=O)C(C)S3)c1 (stereo not given)
-0.8	Cc1ccccc1-c1cc2nc(NCc3ccccc3F)n(C)c(=O)c2s1
-4.5	CCOC(=O)N1CCN(C(=O)C[C@H]2C[C@@]3(C(=O)OC)C(=C[C@H](C4CCCC4)O[C@@H]3C)N(Cc3ccccc3)C2=O)CC1
-0.5	COCCNC(=O)C1(C)CCN(C(=O)c2ccc(OC)c(F)c2)C1 (stereo not given)
-1.3	Brc1ccc(CN2CCN(c3ncc(Cc4ccccc4)cn3)CC2)cc1
2.1	CC(=O)Nc1ccc(S(=O)(=O)NCC2CCC(C(=O)NCCCOC(C)C)CC2)cc1 (stereo not given)
-2.8	CC(C)N(c1cc(=O)nc2ccccn12)C(C)C
-1.2	COc1cccc(N)c1
-1.7	Cc1ccc(OCCNC(=O)[C@H]2O[C@@H](n3ccc(N)nc3=O)[C@H](O)[C@@H]2O)cc1C
-0.1	COc1ccc(CCCNC(=O)C2(C)Cc3c(-c4ccc5c(c4)OCO5)ccnc3O2)cc1 (stereo not given)
-3.0	Nc1ncnc2c1ncn2[C@@H]1O[C@H](C(=O)N2CCC(F)(F)CC2)[C@@H](O)[C@H]1O
-1.4	CN(C)CCNc1ncnc2c1ncn2[C@H]1CN(Cc2ccccc2)C[C@@H](CO)O1
-1.8	COC(=O)c1ccccc1NC(=O)CCCOc1cc(=O)n(C)c2ccccc12
-1.6	COC(=O)C[C@@H]1CC[C@H](NC(=O)c2ccccc2)[C@@H](CO)O1
-0.9	Cc1cc(C)cc(Cn2cc(CN3CC(N4CCCC4)CS3(=O)=O)nn2)c1 (stereo not given)
-4.7	CCCCOCCCNC(=O)C[C@@H]1C[C@@]2(C(=O)OC)CC(C)(C)CC=C2N(Cc2ccco2)C1=O
-3.2	Cc1cccc(C)c1NC(=O)C(C1CC1)n1c(=O)c(-c2cc3ccccc3[nH]2)nc2ccccc21 (stereo not given)
-6.8	CCCCOCCCNC(=O)C[C@@H]1C[C@@]2(C(=O)OCC)CCC=C2N(CCC2=CCCCC2)C1=O
-0.7	CC1CCCCN1CCNC(=O)c1ccc2c(c1)N(Cc1cccc(Cl)c1)C(=O)c1ccccc1S2(=O)=O (stereo not given)
-0.8	CC1C(=O)CC2C3(C)CCC2(C(C)C(=O)O)C(=O)C13 (stereo not given)
-2.7	COc1ccc(NC(=O)C2(C)CCN2Cc2ccc(C(C)C)cc2)cc1OC (stereo not given)
1.3	O=C(c1[nH]c(C(F)(F)F)nc1-c1ccccc1)N1CCN(c2c(Cl)cncc2Cl)CC1
-0.5	C[C@H]1CN([C@@H](C)CO)C(=O)CCCn2cc(nn2)CO[C@@H]1CN(C)C(=O)c1ccc2ccn(C)c2c1
-1.2	COC(=O)c1ccc2nc(-c3cccc(Cl)c3)c(Cc3ccccc3OC)n2c1

4 compounds drawn at random from those above:
Wnt bcat act	Compound
-4.5	CCOC(=O)N1CCN(C(=O)C[C@H]2C[C@@]3(C(=O)OC)C(=C[C@H](C4CCCC4)O[C@@H]3C)N(Cc3ccccc3)C2=O)CC1
-3.2	Cc1cccc(C)c1NC(=O)C(C1CC1)n1c(=O)c(-c2cc3ccccc3[nH]2)nc2ccccc21 (stereo not given)
-2.4	CCCN1CCCCC(NC(=O)c2ccccc2OC)C1=O (stereo not given)
-1.8	COC(=O)c1ccccc1NC(=O)CCCOc1cc(=O)n(C)c2ccccc12

The main list resumes, repeating the seven entries before the break.
Wnt bcat act	Compound
-6.8	CCCCOCCCNC(=O)C[C@@H]1C[C@@]2(C(=O)OCC)CCC=C2N(CCC2=CCCCC2)C1=O
-0.7	CC1CCCCN1CCNC(=O)c1ccc2c(c1)N(Cc1cccc(Cl)c1)C(=O)c1ccccc1S2(=O)=O (stereo not given)
-0.8	CC1C(=O)CC2C3(C)CCC2(C(C)C(=O)O)C(=O)C13 (stereo not given)
-2.7	COc1ccc(NC(=O)C2(C)CCN2Cc2ccc(C(C)C)cc2)cc1OC (stereo not given)
1.3	O=C(c1[nH]c(C(F)(F)F)nc1-c1ccccc1)N1CCN(c2c(Cl)cncc2Cl)CC1
-0.5	C[C@H]1CN([C@@H](C)CO)C(=O)CCCn2cc(nn2)CO[C@@H]1CN(C)C(=O)c1ccc2ccn(C)c2c1
-1.2	COC(=O)c1ccc2nc(-c3cccc(Cl)c3)c(Cc3ccccc3OC)n2c1
4.8	Cn1c(=O)c2cc(NC(=O)NCCc3ccccc3)ccc2n1Cc1cccc(C(F)(F)F)c1
-25.4	CC(C)C[C@H]1CNC(=S)N1C[C@H]1CCCN1C[C@H](Cc1ccccc1)N1C[C@H](Cc2ccc(O)cc2)N(CC2CCCCCC2)C1=S
-2.1	COC(=O)N1Cc2ccnnc2CC1c1ccccc1-c1ccc(F)cc1 (stereo not given)
-3.0	C[C@H](O)[C@@H]1C(=O)N2CCc3c([nH]c4ccccc34)[C@@H]2C[C@@H]1N(C)C(=O)c1cc(Cl)cc(Cl)c1
-0.7	CCOC(=O)C1=CCC2C(=O)N(C)C(=O)C12 (stereo not given)
-0.3	CN1CCCCC(NC(=O)C(C)(C)C)C1=O (stereo not given)
-2.5	O=C(CC[C@H]1O[C@@H](n2ccc(=O)[nH]c2=O)[C@H](O)[C@@H]1O)N[C@H](Cc1ccccc1)C(=O)NCCCc1ccccc1
8.8	CCOc1ccc(CCN2C(=S)N([C@@H](Cc3ccccc3)CN3CCC[C@@H]3CN3C(=S)NC[C@@H]3CC(C)C)C[C@@H]2Cc2ccccc2)cc1
0.2	CCc1cccc(NC(=O)COC(=O)c2c(-c3ccccc3)noc2C)c1
-0.8	COc1ccc2c(CN3CCN(C(C)=O)CC3)cc(=O)oc2c1
2.2	COc1ccc(Cc2nc3ccc(C(=O)N4CCCCC4CO)cc3o2)cc1OC (stereo not given)
-4.9	CC(C)c1cc(Cn2c3ccccc3c(=O)n2C(C)Cn2cc(COc3ccccc3)nn2)on1 (stereo not given)
-24.4	Cc1ccsc1C(=O)N1CCCC1(C)C(=O)NCC(C)C (stereo not given)
-3.6	Cc1[nH]nc2c1C(c1cccc(C(F)(F)F)c1)N(Cc1ccccc1)C2=O (stereo not given)
-2.9	CC1C(=O)N(Cc2cn(Cc3ccco3)nn2)CCS(=O)(=O)N1Cc1ccc(-c2cccnc2)cc1 (stereo not given)
-1.2	CCOC(=O)c1cc2ccccc2n1C1CCN(CCc2ccccc2)CC1

Screening data as filed in PubChem BioAssay.
